HSF-1 act: increases HSF-1 driven luciferase reporter signal; activation, % at 9 µM; AID 504408; 300,000 tested, 1.7% active; NIH3T3-HGL HSF-1 luciferase reporter, MG132, 8 h; 100% = twice DMSO control signal;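 active means mean replicate activation of at least 50% with a set share of replicates each reaching 50%; inconclusive means only one of those two conditions met; inactive means mean below 50% and too few replicates reaching it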;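 further: 0% = median of the neutral control wells and 100% = twice that signal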
PolyA inhibitor: yeast polyadenylation inhibition. S. cerevisiae SKY197-pL101 polyadenylation reporter, beta-gal luminescence; efflux-impaired pdr1/pdr3 knockout yeast; score 100 = 6 SD above DMSO. calls only at 12 µM. 300,000 tested, 0.02% active;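 active means lowest replicate activity score at least 50, where 100 means six control SD above control mean; inconclusive means lowest score under 50 but half or more replicates reach 50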;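 further: yeast exposed to compound for 9 h at 30 °C; higher score means more reporter readthrough which indicates perturbed polyadenylation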
AI-2 QS modul: modulators of Vibrio harveyi AI-2 quorum sensing system | Vibrio harveyi JMH597 AI-2 luminescence/OD600 ratio, 9 h; stronger effect = lower value; strain lacks LuxN and CqsS sensors; 0 = neutral-control median | activity change, % at 7.5 µM | 300,000 tested, 0.4% active | AID 2094; in the data active means activity change below about -75%, passing the limit was not always enough; inconclusive means no clear call, values can overlap the other calls;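 further: luminescence divided by OD600 gain over 9 h not by final OD600 alone; inactives centre near 13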
KLF5 inh: suppresses KLF5 promoter-driven expression; DLD-1 KLF5 promoter-luciferase reporter, luminescence; inhibition, % at 5 µM; 290,000 tested, 0.23% active;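 active means inhibition above a per-plate limit of that plate's mean compound inhibition plus 3 SD, cut at about 60% in these data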;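 further: 0% = DMSO wells and 100% = LY294002 at 200 µM; higher means less KLF5 promoter-driven luciferase light; inactives centre near -14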
HSP90 refold inh: inhibitors of HSP90 luciferase refolding in rabbit reticulocyte lysate. luciferase refolding luminescence, 3 h. inhibition, % at 5.6 µM. 290,000 tested, 0.91% active. AID 1789;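 active means inhibition above the screen-wide mean plus 3 SD, computed separately per campaign, cut at about 16% in these data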;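 further: 0% = DMSO wells and 100% = 60 µM geldanamycin wells; inhibitors lower the luminescence because luciferase stays unfolded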
aSyn 5UTR inh: MLPCN primary screen, SNCA 5' untranslated region | alpha-synuclein 5'UTR reporter, inhibitor activity | inhibition, % (tested at 7.5 µM) | 300,000 tested, 0.82% active | AID 1813; in the data active means inhibition above about 60%; inconclusive means no clear call, values can overlap the other calls;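 further: H4 neuroglioblastoma cells stably carrying SNCA 5'UTR luciferase fusion; 0% = DMSO wells and 100% = positive control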
HSF1 inh: HSF1 inhibition. NIH3T3-HGL HSE-luciferase, MG132-induced, luminescence 8 h; stronger effect = lower value. activity change, negative = inhibition, % at 7.5 µM (by protocol). 300,000 tested, 0.77% active. AID 2098;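 active means more than half of replicate wells show activity change below -50%, luminescence cut by over half; inconclusive means some wells, but at most half, below -50%; inactive means no replicate well below -50%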;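 further: luciferase reports HSF-1 transcriptional activity via heat shock element; 0% = median of DMSO wells and -100% = zero luminescence signal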
IEC-6 cytotox: IEC-6 cytotoxicity, counter-screen for KLF5 inhibitors. inhibition, % at 5 µM. luminescence viability. AID 1825. 290,000 tested, 0.78% active; in the data active means inhibition above about 22%;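 further: 0% = plate median of test compound wells and 100% = cytotoxic reference compound wells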
GSK3A inh: blocks human GSK-3 alpha kinase. P49840. ADP-Glo luminescence, 60 min. inhibition, % at 10 µM. 320,000 tested, 0.1% active. AID 2650;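 in the data active means inhibition above about 50%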;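 further: GST-tagged GSK-3 alpha with peptide substrate and 25 µM ATP; 0% = DMSO neutral wells and 100% = GW8510 positive control wells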
Target sequence (P49840 whole entry, looked up): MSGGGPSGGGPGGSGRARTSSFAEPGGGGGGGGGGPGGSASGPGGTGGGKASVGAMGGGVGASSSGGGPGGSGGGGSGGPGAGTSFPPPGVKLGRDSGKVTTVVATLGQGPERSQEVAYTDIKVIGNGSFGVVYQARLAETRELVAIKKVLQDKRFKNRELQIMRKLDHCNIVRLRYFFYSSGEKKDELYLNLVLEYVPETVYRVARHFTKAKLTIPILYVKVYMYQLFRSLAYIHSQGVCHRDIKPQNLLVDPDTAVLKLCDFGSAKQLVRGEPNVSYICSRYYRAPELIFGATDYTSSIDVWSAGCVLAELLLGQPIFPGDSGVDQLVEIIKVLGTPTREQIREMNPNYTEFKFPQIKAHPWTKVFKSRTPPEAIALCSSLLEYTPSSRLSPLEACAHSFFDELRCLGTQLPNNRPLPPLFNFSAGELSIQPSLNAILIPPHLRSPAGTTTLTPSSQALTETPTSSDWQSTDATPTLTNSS
GSK3B inh: inhibitors of human GSK3beta kinase. P49841. GST-GSK3beta kinase, ADP-Glo luminescence, 60 min; stronger effect = lower value. activity score (negative = inhibition), % at 10 µM. 300,000 tested, 0.038% active. AID 2097;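 active means more than half of replicate wells score below -50%, meaning over 50% inhibition versus plate controls; inconclusive means some replicates but at most half score below -50%; inactive means no replicate scores below -50%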;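 further: 0% = median DMSO wells and -100% = median GW8510 positive control wells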
Target sequence (P49841 whole entry, looked up): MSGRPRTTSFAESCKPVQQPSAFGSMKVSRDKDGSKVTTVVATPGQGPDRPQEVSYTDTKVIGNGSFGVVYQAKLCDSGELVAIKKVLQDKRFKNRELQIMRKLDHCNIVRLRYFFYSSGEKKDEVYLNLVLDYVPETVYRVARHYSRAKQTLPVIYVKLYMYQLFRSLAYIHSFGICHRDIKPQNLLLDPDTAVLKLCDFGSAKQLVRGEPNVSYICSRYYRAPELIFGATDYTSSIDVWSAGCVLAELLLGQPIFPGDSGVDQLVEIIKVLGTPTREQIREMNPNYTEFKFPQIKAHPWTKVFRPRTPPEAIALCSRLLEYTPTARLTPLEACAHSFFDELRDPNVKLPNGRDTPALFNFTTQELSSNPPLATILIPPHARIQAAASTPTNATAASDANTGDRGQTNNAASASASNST
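Assay system: GST-fused GSK3beta enzyme, cell-free / Medium: Tris pH 7.5 buffer with MgCl2, DTT, BSA, heparin / Also added: peptide substrate plus 25 µM ATP (final) / Compound: 10 µM single point / Timing: kinase reaction with compound 60 min at room temperature / Detection: ADP-Glo luminescence / Benchmarks: DMSO neutral wells and GW8510 at 20 µM as positive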
Starred values were filed as active, the others as inactive; i = inactive; ? = inconclusive; nt = no result given. A portion of the library; count on the stated rates, not on these rows.

SMILES	HSF-1 act	PolyA inhibitor	AI-2 QS modul	KLF5 inh	HSP90 refold inh	aSyn 5UTR inh	HSF1 inh	IEC-6 cytotox	GSK3A inh	GSK3B inh
O=C(Cn1nnc2ccccc2c1=O)Nc1ccc(S(=O)(=O)N2CCOCC2)cc1	-8	i	-97*	-18	-4	27	-11	2	0	0
CN(C)Cc1ccccc1Sc1ccc(O)cc1O	10	i	-19	2	-3	-28	-8	-3	-2	-2
COc1cc(OC)cc(C(=O)Nc2ccc(S(=O)(=O)Nc3ccccn3)cc2)c1	-9	i	12	-23	-2	-8	-5	3	-2	0
COc1ccc(-c2nc3ccccc3s2)cc1O	43	i	11	-64	38*	85*	19	6	4	-2
CNC(=O)c1sc(-c2ccc(Cl)cc2)nc1C	30	i	18	-98	-4	-187	13	4	0	-1
CC(/C=N/NC(=O)c1nnn(-c2nonc2N)c1CN(C)C)=C\c1ccco1	15	i	10	-18	7	-25	0	2	50*	-5
O=C(c1ccc([N+](=O)[O-])o1)N1CCN(c2nc3c(F)cc(F)cc3s2)CC1	71*	i	30	nt	nt	-60	36	nt	1	5
COc1ccc(CCn2c(-n3nc(C)cc3C)nc3c2c(=O)[nH]c(=O)n3C)cc1	7	i	21	-19	-1	51	-3	-2	-2	0
Cc1ccc(S(=O)(=O)N2CCN(C(=O)c3ccc4c(c3)OCO4)CC2)cc1	13	i	28	-9	-6	2	4	-2	-1	1
Cc1ccc(C(=O)NN2C(=O)C3C4C=CC([C@@H]3C2=O)C42CC2)cc1 (stereo partly specified)	-13	i	3	-11	1	6	-1	8	2	-6
O=[N+]([O-])c1cccc(CN2C[C@@]34C=C[C@@H](C[C@@H]3S2(=O)=O)O4)c1	3	i	0	-9	-5	-1	-3	0	-8	-2
Nc1nc(Nc2ccc(Cl)cc2)c(NC=O)c(=O)[nH]1	11	i	-1	nt	nt	-12	-3	nt	4	-1
O=C(Nc1ccc(-n2cc(Cl)cn2)cc1)c1ccncc1	22	i	11	-23	5	-92	6	6	-4	0
COc1ccccc1CN1CCC(n2nccc2NC(=O)CCCc2ccccc2)CC1	14	i	44	-11	0	6	5	-4	1	-2
COc1ccc(CN2CCSCC2)c(OC)c1C	-2	i	13	-43	7	-18	-10	1	-3	-1
CCOC(=O)c1c(-c2ccccc2Cl)cn2ccccc12	?	i	4	15	8	-15	33	3	-1	-4
CC1/C(=N/O)CC(c2ccccc2)NC1c1ccccc1 (stereo unspecified)	-4	i	7	-28	6	6	-3	1	-3	3
CCOC(=O)c1cccc(NC(=O)CCS(=O)(=O)c2ccc(Br)s2)c1	-93	i	8	-10	8	25	-92*	3	-2	-1
O=C(COC(=O)c1ccccc1C(=O)c1ccccc1)Nc1cccc([N+](=O)[O-])c1	?	i	3	-22	-2	2	29	-2	-1	-3
Cc1onc(-c2ccccc2Cl)c1C(=O)c1ccccc1	4	i	12	-1	-1	9	0	2	0	2
CC(=O)Nc1ccc2nc(NC(=O)C(Cl)(Cl)Cl)sc2c1	11	i	38	-24	-4	-45	9	-3	-4	-2
Cc1cc(C)nc(NS(=O)(=O)c2ccc(NC(=S)NC(=O)c3cccnc3)cc2)n1	6	i	12	3	1	8	-12	4	2	3
CC(=O)N(C)C1(c2nnnn2CCOC(=O)Nc2cccc3ccccc23)CCCC1	8	i	11	21	2	10	5	-7	-1	1
CCN1CCN(C(C(=O)NC2CCCC2)c2cc3c(cc2[N+](=O)[O-])OCO3)CC1 (stereo unspecified)	26	i	3	-33	0	-63	3	-3	-1	0
COc1cc(CNc2ncn[nH]2)ccc1OCc1ccccc1C	23	i	9	-35	-1	-66	20	-3	-9	-1
CCOC(=O)C(NC(C)=O)(Nc1ccc(S(=O)(=O)Nc2cc(C)on2)cc1)C(F)(F)F (stereo unspecified)	0	i	18	-1	0	-7	-3	-1	-1	-3
CCCOc1ccc(N2C(=O)CC(N3CCN(c4nc5ccccc5s4)CC3)C2=O)cc1 (stereo unspecified)	28	i	30	-13	1	-4	6	-5	-1	-4
CN(C)S(=O)(=O)c1ccc(C(=O)Nc2nnc(SCc3ccccc3)s2)cc1	-9	i	12	-2	3	-11	12	5	-3	-6
O=S(=O)(NCC1(N2CCOCC2)CCCCC1)c1ccc(F)c(F)c1F	3	i	2	nt	nt	-18	-5	nt	-4	0
CN(C)CCn1c(=S)[nH]c2ccccc2c1=O	2	i	34	-15	11	6	-7	8	0	0
COc1cccc(N/C=C/c2onc(C)c2[N+](=O)[O-])c1	66*	i	24	-14	0	-151	32	7	-2	-1
CCOc1ccccc1NC(=O)c1ccc2c(c1)C(=O)N(CC(C)C)C2=O	-1	i	2	-12	0	10	-7	6	-1	-3
c1ccc2c(c1)CCCN2c1nc(N2CCOCC2)nc(N2CCOCC2)n1	-19	i	1	-21	16	9	2	4	-1	3
COc1cccc(Nc2ncnc3c2cnn3C)c1	-1	i	-10	-70	-1	-57	15	4	1	5
Cc1ccc(/C(O)=C2\C(=O)C(=O)N(Cc3cccnc3)C2c2ccccc2[N+](=O)[O-])cc1 (stereo unspecified)	36	i	-2	-73	-3	-99	5	18	0	-1
Cc1nc(CC(C)C)cc(C(=O)N2CCCC(Nc3ccc(C)c(C)c3)C2)n1 (stereo unspecified)	42	i	7	-10	0	-19	12	-1	-1	-1
CCNC(=O)CSc1nnc(-c2ccc(OC)cc2)n1CC(C)C	1	i	13	-20	8	9	-2	1	0	-1
O=C(O)CC(NC(=O)Cc1ccccc1)c1cc([N+](=O)[O-])ccc1Cl (stereo unspecified)	23	i	16	-11	-5	-6	2	-8	-1	0
O=C(NCCc1ccc(Cl)cc1Cl)c1cccnc1	-11	i	13	-25	-7	-11	0	5	1	0
O=C(O)CC(Cc1ccc(Cl)cc1)C(=O)Nc1ccc([N+](=O)[O-])cc1 (stereo unspecified)	35	i	21	-4	0	-15	11	-2	-7	7
COc1ccc(C(=O)/C=C/c2ccc(OC)c(CN3CCOCC3)c2)cc1	34	i	15	-19	10	15	34	-3	-1	3
O=C(c1ccccc1F)N1CCN(c2ccccn2)CC1	14	i	9	-42	1	-6	-6	-6	0	1
O=C(COc1ccccc1)Nc1cc(C(F)(F)F)ccc1N1CCCC1	21	i	13	14	-2	-6	6	5	-2	0
CCN(CC1COc2ccccc2O1)C(=O)CN1C(=O)NC(C)(c2ccc(C)cc2)C1=O (stereo unspecified)	6	i	-40	nt	nt	25	2	nt	-2	3
COc1ccc(OC)c(NC(=O)COC(=O)Cc2ccc(-c3ccccc3)cc2)c1	-1	i	32	5	2	-24	-2	2	-2	-23
Fc1ccccc1N1CCN(c2nc3ccccc3n3nnnc23)CC1	6	i	22	0	0	-27	5	2	-4	0
CN(C)N=Nc1ccc(S(N)(=O)=O)cc1	5	i	12	-35	2	25	6	2	0	-4
CCc1nc2ccccc2n1Cc1ccccc1F	8	i	26	-23	0	-13	7	0	-6	1
COC(=O)c1ccc(=O)n(-c2ccc(OC)cc2)c1	2	i	15	-13	-1	-34	-7	4	0	0
CC(C)(C)c1cc[n+](-c2[nH]c(=O)sc2/C=N/NC(=O)c2ccccc2[O-])cc1	-1	i	25	6	-2	-30	5	-7	1	1
COc1ccc(OC)c(NC(=O)Cc2csc(NC(=O)Nc3ccccc3OC)n2)c1	12	i	-14	nt	nt	2	10	nt	-3	2
CCc1c(C(=O)NC2CCCC2)csc1C	35	i	12	-22	3	-20	23	-2	2	3
Fc1ccc(-c2cc(-c3cccs3)cc(-c3ccccc3)n2)cc1	nt	i	28	-26	-2	5	-5	-3	0	0
Cc1cc2cc(CN(CCN(C)C)C(=S)NCc3ccco3)c(=O)[nH]c2cc1C	6	i	14	-21	2	10	3	1	5	1
O=C(CCC(=O)N1CCN(c2cccc(Cl)c2)CC1)c1cccs1	30	i	-6	nt	nt	5	12	nt	-3	3
CCOC(=O)C(NC(=O)c1ccc(F)cc1)(Nc1nnc(C)s1)C(F)(F)F (stereo unspecified)	-38	i	9	5	4	1	-18	5	-2	3
CCCNC(=O)c1ccc2c(c1)ncn2-c1cc(C)cc(C)c1	22	i	38	8	-2	-1	-1	-3	1	-1

Ten structures from above, ordered by SMILES length, highest first.
SMILES	HSF-1 act	PolyA inhibitor	AI-2 QS modul	KLF5 inh	HSP90 refold inh	aSyn 5UTR inh	HSF1 inh	IEC-6 cytotox	GSK3A inh	GSK3B inh
CC(C)(C)c1cc[n+](-c2[nH]c(=O)sc2/C=N/NC(=O)c2ccccc2[O-])cc1	-1	i	25	6	-2	-30	5	-7	1	1
CCN(CC1COc2ccccc2O1)C(=O)CN1C(=O)NC(C)(c2ccc(C)cc2)C1=O (stereo unspecified)	6	i	-40	nt	nt	25	2	nt	-2	3
CC(=O)N(C)C1(c2nnnn2CCOC(=O)Nc2cccc3ccccc23)CCCC1	8	i	11	21	2	10	5	-7	-1	1
CCOc1ccccc1NC(=O)c1ccc2c(c1)C(=O)N(CC(C)C)C2=O	-1	i	2	-12	0	10	-7	6	-1	-3
COc1ccc(C(=O)/C=C/c2ccc(OC)c(CN3CCOCC3)c2)cc1	34	i	15	-19	10	15	34	-3	-1	3
Fc1ccc(-c2cc(-c3cccs3)cc(-c3ccccc3)n2)cc1	nt	i	28	-26	-2	5	-5	-3	0	0
O=C(Nc1ccc(-n2cc(Cl)cn2)cc1)c1ccncc1	22	i	11	-23	5	-92	6	6	-4	0
COC(=O)c1ccc(=O)n(-c2ccc(OC)cc2)c1	2	i	15	-13	-1	-34	-7	4	0	0
CNC(=O)c1sc(-c2ccc(Cl)cc2)nc1C	30	i	18	-98	-4	-187	13	4	0	-1
CN(C)Cc1ccccc1Sc1ccc(O)cc1O	10	i	-19	2	-3	-28	-8	-3	-2	-2
